Screening results (PubChem)
IDH1 mut inh = inhibitors of IDH1 R132H reductase, primary screen, biochemical, plate reader, single point. inhibition, % at 10 µM. hit rate 0.18% among 70,000. Isocitrate dehydrogenase [NADP] cytoplasmic (Homo sapiens), O75874. diaphorase/resazurin fluorescence, 60 min; in the data active means inhibition above about 34%;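 further: 0% = DMSO and 100% = no enzyme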
EZH2 inh = EZH2/PRC2 methyltransferase inhibitors, primary screen, biochemical, DELFIA time-resolved fluorescence, single point. inhibition, % at 12.5 µM. Histone-lysine N-methyltransferase EZH2 (Homo sapiens), Q15910. PRC2 H3K27 methylation, DELFIA TRF, 1 h. hit rate 0.35% among 57,000;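 active means mean inhibition of replicates at least 50% and every single replicate also reaching 50%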;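 further: dimethyl H3K27 on biotinylated H3 21-44 peptide detected by antibody; plate controls were median neutral control wells for no effect and median positive control wells for full effect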
Target sequence (Q15910 whole entry, looked up): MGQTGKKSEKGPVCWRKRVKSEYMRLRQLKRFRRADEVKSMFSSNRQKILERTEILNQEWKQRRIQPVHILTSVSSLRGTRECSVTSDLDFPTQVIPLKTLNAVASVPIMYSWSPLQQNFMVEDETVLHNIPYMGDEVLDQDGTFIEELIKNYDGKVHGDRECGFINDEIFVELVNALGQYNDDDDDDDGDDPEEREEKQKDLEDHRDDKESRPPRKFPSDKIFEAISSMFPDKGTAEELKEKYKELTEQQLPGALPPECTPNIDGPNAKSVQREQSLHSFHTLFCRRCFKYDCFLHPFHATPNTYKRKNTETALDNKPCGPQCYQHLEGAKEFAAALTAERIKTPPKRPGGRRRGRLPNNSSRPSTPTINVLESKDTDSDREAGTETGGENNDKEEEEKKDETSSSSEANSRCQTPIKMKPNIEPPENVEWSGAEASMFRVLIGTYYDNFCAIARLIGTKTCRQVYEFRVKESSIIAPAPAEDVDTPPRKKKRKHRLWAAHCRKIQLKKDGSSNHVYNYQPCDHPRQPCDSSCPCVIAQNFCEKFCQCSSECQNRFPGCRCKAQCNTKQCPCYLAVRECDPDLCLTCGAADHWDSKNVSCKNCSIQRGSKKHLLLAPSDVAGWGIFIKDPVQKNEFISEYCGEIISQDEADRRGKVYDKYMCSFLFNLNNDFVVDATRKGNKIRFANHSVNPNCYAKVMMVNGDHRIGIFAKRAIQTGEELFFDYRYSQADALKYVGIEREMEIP
Numbers without * were called inactive; · = no result given. An excerpt; the hit share may differ from the screen's.

SMILES	IDH1 mut inh	EZH2 inh
C[C@@H]1CN([C@@H](C)CO)C(=O)c2cc(NC(=O)Cc3ccccc3)ccc2O[C@@H](C)CCCCO[C@H]1CN(C)C(=O)CCC(F)(F)F	-2.8	·
C[C@H](CO)N1C[C@H](C)[C@@H](CN(C)Cc2ccc(C(F)(F)F)cc2)Oc2ccc(NS(=O)(=O)c3ccccc3)cc2CC1=O	3.9	·
C[C@H]1CN([C@@H](C)CO)C(=O)Cc2cc(NC(=O)Nc3ccc(C(F)(F)F)cc3)ccc2O[C@@H]1CN(C)Cc1ccncc1	3.1	·
O=C(C[C@H]1C[C@H]2c3cc(NC(=O)c4cccnc4)ccc3O[C@H]2[C@@H](CO)O1)NCc1ccncc1	-0.7	11.9
Cc1noc(C)c1NC(=O)N(C)C[C@@H]1Oc2ccc(NS(=O)(=O)c3ccc(Cl)cc3)cc2CC(=O)N([C@@H](C)CO)C[C@@H]1C	0.4	·
CO[C@H]1CN(C)C(=O)c2cc(NC(=O)C3CC3)ccc2OC[C@@H](C)N(C(=O)CN(C)C)C[C@H]1C	-0.3	-8.8
Cc1cc(C)nc(SCC(=O)Nc2ccc(C(=O)O)cc2)n1	0.3	-5.7
C[C@H](CO)N1C[C@H](C)[C@H](CN(C)S(=O)(=O)c2cn(C)cn2)Oc2ccc(NS(C)(=O)=O)cc2C1=O	-4.1	·
C[C@@H]1CN([C@H](C)CO)C(=O)CCCn2nncc2CO[C@H]1CN(C)C(=O)Nc1cccc(C(F)(F)F)c1	-2.4	·
COc1ccc(-c2cnc3c(c2)C(=O)N([C@@H](C)CO)C[C@@H](C)[C@@H](CN(C)Cc2ccccn2)O3)cc1	0.8	7.5
COc1ccc(NC(=O)N(C)C[C@@H]2Oc3ccc(NS(=O)(=O)c4cccs4)cc3CC(=O)N([C@@H](C)CO)C[C@@H]2C)cc1	11.7	·
C[C@H]1CN([C@@H](C)CO)C(=O)Cc2cc(NC(=O)CCC(F)(F)F)ccc2O[C@H]1CN(C)S(=O)(=O)c1cccs1	-1.6	·
O=C(C1CCCO1)N1CCN(C/C=C/c2ccccc2)CC1 (stereo not drawn)	-0.5	-5.8
CN(C)C(=O)C[C@@H]1CC[C@H](NC(=O)NC2CCCCC2)[C@H](CO)O1	-0.3	-0.1
C[C@@H]1CN([C@@H](C)CO)C(=O)c2cc(NC(=O)Nc3ccc(F)cc3)ccc2O[C@@H]1CN(C)S(=O)(=O)c1cccs1	1.7	·
CO[C@@H]1CN(C)C(=O)c2ccc(NC(=O)Nc3ccccc3F)cc2OC[C@@H](C)N(C(C)=O)C[C@@H]1C	0.1	-7.6
C[C@@H]1CN([C@@H](C)CO)C(=O)Cc2cc(NS(=O)(=O)c3ccc(F)cc3)ccc2O[C@@H]1CN(C)Cc1ccc2c(c1)OCO2	2.1	4.8
C[C@H]1CN([C@@H](C)CO)C(=O)c2cc(C#Cc3ccncc3)cnc2O[C@@H]1CN(C)CC1CCCCC1	1.3	14.2
CO[C@@H](CN(C)Cc1cc(F)ccc1F)[C@@H](C)CN([C@H](C)CO)S(=O)(=O)c1ccc(C)cc1	-0.7	16.2
CC(C)NC(=O)N(C)C[C@@H]1OCCCC[C@H](C)Oc2ccc(NC(=O)Cc3ccccc3)cc2C(=O)N([C@H](C)CO)C[C@@H]1C	0.3	-10.7
CC(Oc1cccc(Br)c1)C(=O)NCc1ccco1 (stereo not drawn)	0.3	-6.7
C[C@@H]1CN([C@@H](C)CO)C(=O)c2cc(NS(=O)(=O)c3cccs3)ccc2O[C@H]1CN(C)Cc1ccc2c(c1)OCO2	0.3	·
O=C(C[C@H]1C[C@@H]2c3cc(NC(=O)Nc4ccc(C(F)(F)F)cc4)ccc3O[C@@H]2[C@H](CO)O1)NCc1ccc2c(c1)OCO2	-0.4	-13.4
CCC1(C)Cc2c(sc3nnn(CC(=O)Nc4ccc(OC)cc4OC)c(=O)c23)CO1 (stereo not drawn)	-0.1	-4.2
O=C(NCC[C@@H]1CC[C@H](NS(=O)(=O)c2ccc(Cl)cc2)[C@H](CO)O1)c1ccccc1F	-0.6	-2.7
O=C(CSc1ccccc1)Nc1ccc(C(=O)Nc2ccc(Br)cc2C(=O)O)cc1	0.9	34.0
C[C@@H](NC(=O)N(C)C[C@H]1OCc2ccccc2-c2c(n(C)c3ccccc23)C(=O)N([C@@H](C)CO)C[C@@H]1C)c1ccccc1	·	2.6
Cc1ccc(-c2cnc3c(c2)C(=O)N([C@H](C)CO)C[C@@H](C)[C@H](CN(C)C(=O)c2ccncc2)O3)cc1	-26.5	3.4
C[C@H](CO)N1C[C@H](C)[C@@H](CN(C)S(=O)(=O)c2cccc(F)c2)OCc2ccccc2-c2c(n(C)c3ccccc23)C1=O	·	-11.2
C[C@H](CO)N1C[C@H](C)[C@@H](CN(C)C)Oc2ccc(NC(=O)C3CCCCC3)cc2C1=O	1.9	3.3
CC(C)NC(=O)N(C)C[C@@H]1Oc2cc(C#Cc3cccc(F)c3)ccc2S(=O)(=O)N([C@H](C)CO)C[C@H]1C	4.7	·
COc1ccc(NC(=O)N[C@@H]2CC[C@H](CCNC(=O)c3cc(Cl)cc(Cl)c3)O[C@@H]2CO)cc1	-0.3	-4.0
COC(=O)C[C@H]1CC[C@H](NC(=O)Nc2ccc(C(F)(F)F)cc2)[C@H](CO)O1	-0.2	7.6
C[C@H]1CN([C@@H](C)CO)C(=O)c2cc(NC(=O)NC3CCCCC3)ccc2O[C@@H]1CN(C)C(=O)Nc1ccc2c(c1)OCO2	0.1	·
COC(=O)N(C)C[C@@H]1OCc2cnnn2CCCC(=O)N([C@@H](C)CO)C[C@@H]1C	1.6	·
Cc1ccc(-c2ccc3c(c2)O[C@@H](CN(C)CC2CCCC2)[C@H](C)CN([C@@H](C)CO)S3(=O)=O)cc1	1.7	·
CNC[C@@H]1Oc2ccc(NC(=O)C3CCCCC3)cc2CC(=O)N([C@H](C)CO)C[C@@H]1C	3.0	1.5
O=C(Cc1ccncc1)NCC[C@H]1CC[C@H](NC(=O)C2CCC2)[C@@H](CO)O1	0.3	-3.0
CO[C@@H]1CN(C)C(=O)c2cc(NC(=O)NC3CCCCC3)ccc2OC[C@H](C)N(CC2CCOCC2)C[C@H]1C	0.3	1.4
COc1ccc(NC(=O)N(C)C[C@@H]2OCCCC[C@H](C)Oc3ccc(N(C)C)cc3C(=O)N([C@H](C)CO)C[C@@H]2C)cc1	·	-2.7
CO[C@@H](CN(C)S(=O)(=O)c1ccc(C)cc1)[C@H](C)CN(Cc1ccccc1Cl)[C@@H](C)CO	-0.5	27.1
CN(C/C=C/c1ccccc1)Cc1cccc2ccccc12	-2.0	24.7
O=C(Nc1ccc(F)cc1)N[C@@H]1C=C[C@H](CC(=O)N2CCOCC2)O[C@@H]1CO	0.0	-3.4
CCCN1C[C@@H](C)[C@@H](OC)CN(C)C(=O)c2ccc(NC(=O)C3CC3)cc2OC[C@@H]1C	-0.1	7.6
C[C@@H]1CN([C@H](C)CO)S(=O)(=O)c2ccc(/C=C/c3ccccc3)cc2O[C@@H]1CN(C)Cc1cncnc1	-0.4	·
Cc1noc(C)c1NC(=O)N(C)C[C@@H]1Oc2ncc(C#CC3CCCCC3)cc2C(=O)N([C@H](C)CO)C[C@@H]1C	-1.2	-41.7
O=C(C[C@@H]1C[C@H]2c3cc(NC(=O)NC4CCCCC4)ccc3O[C@H]2[C@H](CO)O1)NCc1ccncc1	-0.1	3.0
COc1ccc(CN(C)C[C@@H]2OCCCC[C@@H](C)Oc3ccc(NC(=O)CCCN(C)C)cc3C(=O)N([C@H](C)CO)C[C@@H]2C)cc1	1.3	·
COc1ccccc1C(=O)Nc1ccc2c(c1)OC[C@H](C)NC[C@@H](C)[C@H](OC)CN(C)C2=O	0.1	-2.8
CCCC#Cc1ccc2c(c1)O[C@H](CN(C)Cc1ccccc1)[C@@H](C)CN([C@H](C)CO)S2(=O)=O	-0.2	28.3
CCCC#Cc1ccc2c(c1)O[C@H](CN(C)Cc1ccccn1)[C@@H](C)CN([C@@H](C)CO)S2(=O)=O	0.2	-8.9
COCC#Cc1ccc2c(c1)O[C@H](CN(C)C(=O)NC(C)C)[C@H](C)CN([C@@H](C)CO)S2(=O)=O	-0.1	-19.0
CO[C@H]1CN(C)C(=O)c2cc(NS(=O)(=O)Cc3ccccc3)ccc2OC[C@@H](C)NC[C@@H]1C	0.0	7.2
C[C@H]1CN([C@@H](C)CO)C(=O)c2cc(NC(=O)C3CCCCC3)ccc2O[C@@H]1CN(C)Cc1ccc(C(=O)O)cc1	0.4	·
Cc1cc(OCC(=O)Nc2cccc3ncccc23)ccc1Cl	0.3	1.8
O=C(C[C@H]1C=C[C@@H](NC(=O)C2CC2)[C@H](CO)O1)NCc1ccccc1Cl	0.5	-1.2
CCCN(C)C[C@H]1OCCCC[C@@H](C)Oc2ccc(NC(=O)Nc3ccc(OC)cc3)cc2C(=O)N([C@@H](C)CO)C[C@H]1C	·	-19.9
C[C@H]1CN([C@@H](C)CO)S(=O)(=O)c2ccc(C3=CCCCC3)cc2O[C@H]1CN(C)C(=O)Cc1ccncc1	·	-20.1
Cc1cccc(NC(=O)c2cc(NC(=O)C3CCCCC3C(=O)O)ccc2N2CCOCC2)c1 (stereo not drawn)	-0.3	-8.2
CN(C)CC(=O)N[C@H]1CC[C@H](CCNC(=O)C2CCCCC2)O[C@H]1CO	0.0	9.4

Reformatted with each value named: four of the compounds above
SMILES: COCC#Cc1ccc2c(c1)O[C@H](CN(C)C(=O)NC(C)C)[C@H](C)CN([C@@H](C)CO)S2(=O)=O
  IDH1 mut inh: -0.1; EZH2 inh: -19.0
SMILES: O=C(Cc1ccncc1)NCC[C@H]1CC[C@H](NC(=O)C2CCC2)[C@@H](CO)O1
  IDH1 mut inh: 0.3; EZH2 inh: -3.0
SMILES: CC(C)NC(=O)N(C)C[C@@H]1OCCCC[C@H](C)Oc2ccc(NC(=O)Cc3ccccc3)cc2C(=O)N([C@H](C)CO)C[C@@H]1C
  IDH1 mut inh: 0.3; EZH2 inh: -10.7
SMILES: Cc1cc(C)nc(SCC(=O)Nc2ccc(C(=O)O)cc2)n1
  IDH1 mut inh: 0.3; EZH2 inh: -5.7

As entered above:
`O=C(C[C@@H]1C[C@H]2c3cc(NC(=O)NC4CCCCC4)ccc3O[C@H]2[C@H](CO)O1)NCc1ccncc1` – EZH2 inh = 3.0
`Cc1cc(OCC(=O)Nc2cccc3ncccc23)ccc1Cl` – IDH1 mut inh = 0.3

Further compounds follow:
SMILES	IDH1 mut inh	EZH2 inh
C[C@H](CO)N1C[C@H](C)[C@H](CN(C)S(=O)(=O)c2ccc(Cl)cc2)Oc2ccc(NS(=O)(=O)c3cccs3)cc2CC1=O	0.4	·
C[C@@H]1CN([C@@H](C)CO)S(=O)(=O)c2ccc(C#Cc3ccccn3)cc2O[C@@H]1CN(C)Cc1ccc(F)cc1	0.0	·
O=C(O)CCCCCC(=O)N/N=C/c1ccc(Br)s1	·	15.4
C[C@@H]1CN([C@H](C)CO)C(=O)c2cccc(NC(=O)c3ccc(-c4nccs4)cc3)c2O[C@H]1CN(C)S(=O)(=O)c1cccs1	-4.1	·
C[C@@H](NC(=O)C[C@H]1CC[C@@H](NC(=O)CN2CCOCC2)[C@H](CO)O1)c1ccccc1	0.3	4.8
C[C@@H]1CCCCO[C@H](CN(C)C(=O)NC2CCCCC2)[C@@H](C)CN([C@@H](C)CO)C(=O)c2cc(NS(=O)(=O)c3ccccc3)ccc2O1	-1.5	·
COCC#Cc1cnc2c(c1)C(=O)N([C@@H](C)CO)C[C@H](C)[C@H](CN(C)S(C)(=O)=O)O2	2.3	0.6
C[C@@H]1CN([C@H](C)CO)C(=O)c2cccc(NC(=O)Nc3ccc(F)cc3)c2O[C@@H]1CN(C)CC1CCCCC1	·	-6.8
C[C@H]1CN([C@@H](C)CO)C(=O)Cc2cc(NC(=O)Cc3cn(C)c4ccccc34)ccc2O[C@@H]1CN(C)C(=O)Nc1ccc(F)cc1	-0.4	·
C[C@H]1CN([C@@H](C)CO)C(=O)c2cc(-c3cccnc3)cnc2O[C@@H]1CN(C)C(=O)C1CCC1	·	5.9
CCC(=O)Nc1ccc2c(c1)OC[C@@H](C)NC[C@H](C)[C@@H](OC)CN(C)C2=O	0.3	-9.3
CC(=O)N1CCN(Cc2nc3cc(NC(=O)Cn4nc(C)c5ccccc5c4=O)ccc3n2C)CC1	-0.6	8.6
C[C@@H]1CN([C@@H](C)CO)C(=O)c2cc(NS(=O)(=O)c3ccccc3)ccc2O[C@@H](C)CCCCO[C@@H]1CN(C)S(=O)(=O)c1cn(C)cn1	-7.3	·
C[C@H](CO)N1C[C@H](C)[C@@H](CN(C)S(=O)(=O)c2cccs2)Oc2ccc(NC(=O)CCC(F)(F)F)cc2CC1=O	0.0	·
C[C@H](CO)N1C[C@H](C)[C@@H](CN(C)S(=O)(=O)c2ccc(Cl)cc2)Oc2ccc(NS(=O)(=O)c3ccc(Cl)cc3)cc2C1=O	0.0	·
C[C@@H]1CCCCO[C@H](CN(C)C(=O)Nc2ccc3c(c2)OCO3)[C@H](C)CN([C@H](C)CO)C(=O)c2cc(NC(=O)Nc3ccc(F)cc3)ccc2O1	1.5	·
C[C@@H]1CN([C@@H](C)CO)C(=O)Cc2cc(NC(=O)Nc3ccccc3)ccc2O[C@H]1CN(C)S(=O)(=O)c1ccccc1	0.3	-9.9
O=C(C[C@H]1CC[C@@H](NS(=O)(=O)c2ccccc2)[C@H](CO)O1)NCc1ccc(Cl)c(Cl)c1	-0.2	2.3
